Assay outcomes (PubChem)
G9a block: qHTS Assay for Inhibitors of Histone Lysine Methyltransferase G9a; Potency, µM (highest dose often 102 µM), inactives show at the top dose activity, negative = inhibition, usual class: inhibitors; G9a H3K9 monomethylation, AlphaScreen, 2 h; hit rate 8.8% among 350,000; AID 504332, 2011; further: potency means the concentration at half of the fitted maximal effect; on the % scale 0 is the no-effect control and ±100 the full control effect; nearly all actives have a fitted effect of over 75% in size
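Signal arises when biotinylated H3K9 peptide, once monomethylated, bridges streptavidin donor and antibody-captured acceptor beads. Enzyme at 20 nM was preincubated 15 min with test compounds; peptide 500 nM and SAM 20 uM then reacted for 2 h.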
HP1b chromo inh: HTS for Inhibitors of HP1-beta Chromodomain Interactions with Methylated Histone Tails. Chromobox protein homolog 1 (Homo sapiens), P83916. AlphaScreen HP1-beta / biotin-H3K9me3 peptide binding. Potency, µM (doses to about 114 µM), inactives show at the highest dose activity change, negative = inhibition, usual class: inhibitors. hit rate 0.56% among 390,000; further: potency means the concentration at half of the fitted maximal effect; nearly all actives have a fitted effect of over 70% in size; inactives centre near 23
Target sequence (P83916 whole entry, looked up): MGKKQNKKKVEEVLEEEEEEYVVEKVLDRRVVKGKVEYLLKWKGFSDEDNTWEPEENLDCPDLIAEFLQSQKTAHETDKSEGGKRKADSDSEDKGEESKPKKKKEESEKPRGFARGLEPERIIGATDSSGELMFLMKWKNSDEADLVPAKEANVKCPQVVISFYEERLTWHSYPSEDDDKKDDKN
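Compound inhibition of the preformed complex between 50 nM HP1-beta and 50 nM biotinylated H3K9me3 peptide was read by AlphaScreen. Buffer was PBS pH 7.4 with 0.01% Tween-20. Incubations ran 30 min at room temperature, with 10 ug/mL donor/acceptor beads.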
JMJD2A Tudor: qHTS Assay for Inhibitors of JMJD2A-Tudor Domain; Lysine-specific demethylase 4A (Homo sapiens), O75164; Potency, µM (top dose mostly 114 µM), for the others: top-dose activity change, negative = inhibition, usual class: inhibitors; hit rate 4.4% among 390,000; AlphaScreen JMJD2A-Tudor / H3K4me3 peptide binding; further: potency means the concentration at half of the fitted maximal effect; on the % scale 0 is the no-effect control and ±100 the full control effect; nearly all actives have a fitted effect of over 50% in size
GLS inh: qHTS for Inhibitors of Glutaminase (GLS). Glutaminase kidney isoform, mitochondrial (Homo sapiens), O94925. GLS enzymatic activity, qHTS titration. Potency, µM (top dose mostly 45.5 µM), inactives show top-dose activity change, negative = inhibition, most hits filed as inhibitors. hit rate 0.21% among 410,000; further: potency means the concentration at half of the fitted maximal effect; on the % scale 0 is the no-effect control and ±100 the full control effect
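Read-out is an Amplex red fluorescence increase coupled through glutamate oxidase and HRP, measured before and after 30 min room-temperature incubation. hKGA is in 45 mM KH2PO4 (pH 8.2) with 0.02% Tween-20; glutamine added as 1mM solution.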
ERG-DNA inh: qHTS for Small Molecule Inhibitors of the ERG Ets/DNA interaction; Transcriptional regulator ERG (Homo sapiens), P11308; fluorescence polarization, His-ERG Ets domain / labelled DNA; Potency, µM (series often up to 76.9 µM), for the others: at the top dose FP activity, negative = inhibition, hits mostly inhibitors; hit rate 0.028% among 370,000; active means well fitted inhibition curve with a large enough effect in the polarisation, with a control signal flat; inconclusive means small, poorly fitted or top-dose-only effect, or effect the other way, or a change in a side signal; inactive means no such curve, though single readings can be large or run the other way; the % refers to the polarisation;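 further: polarization taken with two DNA probes labelled with fluorescein and Texas red; potency means the concentration at half of the fitted maximal effect; % of control where 0% means no effect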
Target sequence (P11308 whole entry, looked up, the tested form may be a part): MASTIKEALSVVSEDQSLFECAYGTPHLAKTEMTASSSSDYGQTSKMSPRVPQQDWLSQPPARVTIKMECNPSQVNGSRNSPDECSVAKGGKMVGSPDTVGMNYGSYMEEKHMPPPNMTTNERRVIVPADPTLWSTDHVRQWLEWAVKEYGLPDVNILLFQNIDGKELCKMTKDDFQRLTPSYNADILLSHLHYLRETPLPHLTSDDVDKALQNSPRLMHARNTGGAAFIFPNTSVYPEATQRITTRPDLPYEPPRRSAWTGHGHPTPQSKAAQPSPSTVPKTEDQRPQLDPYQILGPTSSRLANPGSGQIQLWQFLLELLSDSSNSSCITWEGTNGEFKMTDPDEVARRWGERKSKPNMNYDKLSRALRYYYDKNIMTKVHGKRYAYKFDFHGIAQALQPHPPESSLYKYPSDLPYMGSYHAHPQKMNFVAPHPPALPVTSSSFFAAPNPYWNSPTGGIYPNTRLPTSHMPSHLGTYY
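His-tagged ERG Ets domain (1 uM in the protein solution; 300mM KCl, 50mM Tris-HCl, 1mM EDTA, 1mM DTT, pH 7.5) received compound, then a probe mix of 5 nM fluorescein-DNA and 100nM Texas-615-DNA. Fluorescence polarization was read for both dyes.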
Pin1 inh: qHTS Assay to Find Inhibitors of Pin1 | Peptidyl-prolyl cis-trans isomerase NIMA-interacting 1 (Homo sapiens), Q13526 | Pin1 FP peptide displacement, HiFluor488, 10 min | Potency, µM (titrated, usually from 115 µM), for the others: at the top dose activity, negative = inhibition, actives largely listed as inhibitors | hit rate 0.009% among 390,000 | AID 504891, 2011; active means well fitted inhibition curve with a large enough effect in the polarisation, with a control signal flat, not every such curve was filed as active; inconclusive means small, poorly fitted or top-dose-only effect, or effect the other way, or a change in a side signal; inactive means no such curve, though single readings can be large or run the other way; the % refers to the polarisation; further: potency means the concentration at half of the fitted maximal effect; on the % scale 0 is the no-effect control and ±100 the full control effect
Target sequence (Q13526 whole entry, looked up): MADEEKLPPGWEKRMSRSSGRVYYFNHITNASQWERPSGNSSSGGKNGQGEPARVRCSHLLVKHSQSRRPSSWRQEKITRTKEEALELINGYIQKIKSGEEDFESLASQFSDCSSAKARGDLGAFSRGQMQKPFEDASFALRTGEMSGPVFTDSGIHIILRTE
PI4K2A inh: qHTS for small molecular inhibitors of PI4K2A. Phosphatidylinositol 4-kinase type 2-alpha (Homo sapiens), Q9BTU6. purified PI4K2A, ADP-Glo luminescence, 1 h; active compounds read low. activity change, negative = inhibition, % at 76.9 µM. hit rate 0.13% among 420,000; in the data active means activity change below about -50%; inconclusive means mostly about -30% to -49%;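 further: -100% = wells without enzyme as full effect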
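Compounds are screened against recombinant PI4K2A using PI as substrate and ATP, the latter dispensed at 300 microM. Reactions run one hour at ambient temperature before ADP-Glo detection; full inhibition defined by wells lacking enzyme.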
BAZ2B inh: qHTS Assay for Inhibitors of BAZ2B; Bromodomain adjacent to zinc finger domain protein 2B (Homo sapiens), Q9UIF8; AlphaScreen BAZ2B-H3K14Ac peptide displacement; Potency, µM (doses to about 114 µM), without a hit: top-dose activity change, negative = inhibition, usual class: inhibitors; hit rate 4.4% among 360,000; further: potency means the concentration at half of the fitted maximal effect; on the % scale 0 is the no-effect control and ±100 the full control effect; nearly all actives have a fitted effect of over 60% in size
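Protein-peptide AlphaScreen: BAZ2B 50 nM, b-H3K14Ac 50 nM, 1x PBS pH 7.4 + 0.01% Tween-20. Preincubation 30 min RT; cpd 30 min RT (top 110 uM); beads 20 min RT, light-protected.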
Tb PGK inh: qHTS Assay to Find Inhibitors of Phosphoglycerate Kinase; Phosphoglycerate kinase, glycosomal (Trypanosoma brucei brucei), P07378; PGK/GAPDH coupled, Kinase-Glo luminescence, 60 min; Potency, µM (top dose mostly 57.5 µM), inactives show at the top dose activity change, negative = inhibition, usual class: inhibitors; hit rate 0.043% among 380,000; further: potency means the concentration at half of the fitted maximal effect; on the % scale 0 is the no-effect control and ±100 the full control effect; nearly all actives have a fitted effect of over 60% in size
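Luminescent ATP detection (Kinase-Glo Plus) follows a 60-minute room-temperature incubation, with wells lacking PGK as controls. Buffer: 100 mM TEA (pH 7.6), 5 mM MgCl2, 0.01% Tween-20. Coupling enzyme GAPDH (100 nM final) supplies unstable 1,3-BPG in-well.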
Starred values were filed as active, the others as inactive; i = inactive; ? = inconclusive; · = not tested or not shown; & = joins results of further samples; ! = a repeat was not active; [ ] = remark or other dose. Unless noted, the call rests on the fitted dose curve; in most records, active means well fitted curve in the direction sought with a large enough effect; inconclusive means small, poorly fitted or top-dose-only effect, or another doubt; inactive means no such curve, though single readings can be large; an effect the other way counts as inactive or inconclusive.

SMILES	G9a block	HP1b chromo inh	JMJD2A Tudor	GLS inh	ERG-DNA inh	Pin1 inh	PI4K2A inh	BAZ2B inh	Tb PGK inh
C=CCc1ccccc1OCC(O)CN1CCN(Cc2ccc3c(c2)OCO3)CC1 (stereo not drawn)	44.7µM*!	9.9%&38.0%	-33.3%&-26.4%	-0.7%&-7.7%	4.1%&-3.0%	-1.2%&2.1%	-1.5&-5.8	56.2µM*	0.0%&-8.4%
Cc1noc(-c2ccc(-c3noc(-c4ccccc4)n3)cc2)n1	1.4%[59 µM]	20.1%[57 µM]	-14.2%	-3.0%	3.1%	-10.2%	-0.3	2.1%	-6.4%
COC(=O)c1ccc(Cl)cc1NC(=O)N1CCC(CN2CCC(C)CC2)CC1	-14.3%[59 µM]	23.1%	-18.5%	4.4%	1.5%	1.4%	-1.3	5.1%	-1.8%
OCCN(CC(O)Cn1ccc2ccccc21)CC(O)Cn1ccc2ccccc21 (stereo not drawn)	?	1.8%	?	12.5%	5.0%	-0.2%	0.1	?	-7.7%
COc1ccc(-c2nnc(NC(=O)C3CCCO3)s2)cc1 (stereo not drawn)	20.6%[59 µM]	23.4%	-6.8%	-12.3%	4.5%	-5.4%	2.1	-38.2%	-2.9%
Cn1nc(C(=O)NCc2ccccc2Cl)c2c1-c1ccccc1SC2	?	38.9%	-4.0%	5.7%	0.0%	-3.2%	-3.4	-0.8%	-5.5%
Cc1nnc(NC(=O)CSc2nnc(C)n2-c2ccc(F)cc2)s1	-4.4%	55.0%[activator]	1.0%	1.9%	12.9%	1.2%	-0.2	·	-4.6%
Cc1cccc2c(=O)cc(CSc3ccccc3NC(=O)C(C)C)[nH]c12	-21.4%[59 µM]	24.7%[57 µM]	-6.5%	-0.6%	1.7%	-10.1%	-11.7	4.4%	i
CC(=O)C1=C(O)C(=O)N(Cc2ccco2)C1c1ccccc1 (stereo not drawn)	50.1µM*	8.1%	?	5.6%	·	-6.8%	0.9	?	-3.1%
Cc1cc(CNC(=O)COc2cc(F)ccc2[N+](=O)[O-])c2ccccc2n1	?	27.5%	-22.6%	9.3%	15.5%	-0.4%	-19.2	-2.0%	6.8%
CN(CC(=O)Nc1c(Cl)cccc1Cl)C(=O)CCc1nc2sc3c(c2c(=O)[nH]1)CCCC3	21.5%[0.501 µM]	7.2%	-33.8%	0.8%	-1.1%	?	-2.3	?	-7.8%
Cc1ccc2nc(-c3ccc(SCC(=O)O)nc3)[nH]c2c1	?	54.5%[activator]	-22.0%	18.2%	-0.2%	-0.4%	-17.3	-27.8%	-2.1%
O=C(Nc1ccc(Br)c(C(F)(F)F)c1)c1ccccc1	12.2%[59 µM]	100.3%[activator]	38.0%[activator]	-10.2%	-0.8%	2.2%	4.3	4.4%	i
Cc1ccc(NC(=O)COc2ccc3oc4c(c3c2)CCCC4)nc1	-36.6%[12.7 µM]	31.7%	-3.2%	2.7%	-2.5%	-0.7%	5.8	0.3%	2.7%
CCOC(=O)COc1nc(N(C)C)nc(N(C)C)n1	2.5%	15.3%	-10.0%	5.0%	-3.6%	-1.7%	8.6	3.4%	2.2%
CCCOc1ccc(C(=O)N(Cc2ccco2)Cc2ccco2)cc1	-4.2%[59 µM]	20.9%	?	-3.4%	-3.1%	-1.9%	-1.2	-23.7%	i
N=c1n(CC(=O)c2ccc(Br)cc2)c2ccccc2n1Cc1ccccc1	10.2%[0.501 µM]	25.5%	-16.2%	7.0%	4.8%	4.3%	-1.4	1.0%	-5.5%
Cc1onc(-c2ccccc2Cl)c1C(=O)NNC(=O)C1CCN(Cc2ccccc2)CC1	-9.1%	24.8%	-12.1%	13.7%	15.7%	1.8%	-10.1	-14.2%	i
COc1ccc(/C=C/C(=O)N2CCN(S(=O)(=O)/C=C/c3ccccc3)CC2)cc1OC	?	28.4%	0.4%	3.5%	3.7%	-1.6%	0.4	-8.0%	-0.6%
CCC1(c2ccc(F)cc2)NC(=O)N(CC(=O)Nc2cccc(S(=O)(=O)N3CCOCC3)c2)C1=O (stereo not drawn)	·	24.7%	-14.8%	12.9%	4.2%	-17.7%	-1.2	·	0.9%
CN1CCN(C(=O)c2ccc(COc3cc(Cl)ccc3Cl)o2)CC1	-38.9%[59 µM]	48.4%[activator]	?	4.2%	-11.6%	-8.2%	2.3	-4.3%	-9.5%
O=C(Nc1ccc(NC(=O)c2ccccc2F)cn1)c1ccco1	14.4%	27.0%	-4.1%	-6.9%	-8.1%	0.8%	-21.6	-3.6%	-17.1%
O=C1Cc2cc(CCN3CCN(c4nsc5ccccc45)CC3)c(Cl)cc2N1	10.6µM*	·	·	9.1%	·	·	?	?	·
CCN(Cc1ccccc1)C(=O)c1sc2nc3n(c(=O)c2c1C)CCCC3	?	18.6%	-34.9%	-0.1%	13.0%	0.1%	0.9	-14.0%	-2.8%
COc1cccc(CNC(=O)C2CSC3(C)CCC(=O)N23)c1 (stereo not drawn)	-3.0%	42.7%[activator]	-9.7%	-10.6%	4.9%	?	-1.2	-3.4%	-10.0%
C/C(=N\NC(=O)c1cccc(N/N=C(\C)c2cc(O)ccc2O)c1)c1cc(O)ccc1O	?	?	12.6µM*	?	?	0.5%	-0.2	11.2µM*	7.1%
CC(CNC(=O)COc1ccccc1)OC(=O)Nc1ccc(Cl)c(Cl)c1 (stereo not drawn)	12.9%[59 µM]	71.8%[activator]	-0.7%	0.5%	7.0%	-3.8%	-1.8	7.4%	0.5%
Cn1c(N)c(C(=O)COC(=O)COc2ccccc2C#N)c(=O)n(C)c1=O	4.6%	56.5%[activator]	-10.3%	-2.3%	2.5%	-5.0%	9.6	-4.9%	-2.1%
CCSc1nnc(NC(=O)CC(C)C)s1	-21.4%	26.9%	-8.9%	0.0%	7.7%	0.9%	-0.6	16.7%	i
COc1ccc(CN(C)c2ccc(-c3nc(C)no3)cc2[N+](=O)[O-])cc1	-4.6%[59 µM]	23.0%	-20.5%	4.4%	5.0%	-9.2%	0.9	-15.2%	i
CCOC(=O)C(NC(=O)c1ccccc1)(Nc1nnc(C)s1)C(F)(F)F (stereo not drawn)	-4.8%[59 µM]	22.9%	-3.9%[57.1 µM]	5.2%	-5.8%	-3.8%	0.0	-4.9%	2.1%
CCOC(=O)c1cc2c(=O)n3ccccc3nc2n(Cc2ccco2)c1=NC(=O)c1cccc(Br)c1	?	27.6%	-6.4%	?	5.2%	?	-13.6	50.1µM*	-14.6%
CN(C)S(=O)(=O)c1ccc(C(=O)N2CCCC2c2nc3ccccc3s2)cc1 (stereo not drawn)	-11.2%[59 µM]	43.9%[activator]	-1.9%	-5.9%	11.2%	9.2%	-12.1	10.4%	-9.2%
C=CCN1N=C(c2ccc(NC(=O)c3ccccc3)cc2)CSC1=O	·	30.5%	-15.0%	-1.6%	-5.2%	7.3%	-1.1	-1.4%	i
O=C(NC(=S)Nc1nc(-c2ccccc2)cs1)c1cccs1	?	-2.1%	-14.6%	3.4%	-5.7%	15.5%	2.1	0.0%	5.7%
Cc1ccccc1Oc1cccc(C(=O)/C(C#N)=C/N(C)C)c1	24.3%[12.7 µM]	13.7%	-10.1%	8.0%	-5.7%	3.7%	-2.6	7.8%	-2.2%
COc1ccc(C2=NS(=O)(=O)N(C)C(C(=O)N3CCCCC3)=C2)cc1	·	28.5%	-10.9%	6.1%	5.2%	-2.4%	-4.8	-2.5%	6.0%
CC(C)[C@H](NC(=O)[C@@H]1CSC2c3ccccc3C(=O)N21)C(=O)NCc1ccncc1 (stereo partly drawn)	2.5%	29.3%	-6.1%	3.7%	1.7%	-0.8%	-4.7	-11.8%	i
Cc1cccc(C)c1NC(=O)Cn1c(=O)n(Cc2ccccc2)c(=O)c2c(C)c(C(=O)N(C)C)sc21	0.2%[59 µM]	16.4%	-14.3%	-13.2%	-6.2%	2.5%	-7.7	-3.4%	i
O=C(Nc1cccc(F)c1)N1C2CCC1CC(O)(c1cccnc1)C2 (stereo not drawn)	-1.6%	40.9%[activator]	-0.4%[57.1 µM]	3.4%	6.8%	-4.6%	6.4	-18.5%	-8.5%
O=C(CSc1nnc(-c2ccc(O)cc2)n1Cc1ccccc1)NNC(=O)c1ccc(Br)cc1	14.4%[59 µM]	-6.1%	?	14.1%	-4.8%	5.5%	-3.4	0.7%	-12.7%
Cc1ccc2ncc(C(=O)Nc3ccc(F)cc3F)c(=O)n2c1	-0.3%[59 µM]	24.8%	-9.8%	-5.6%	-8.6%	6.1%	0.0	-0.1%	-12.7%

No enrichment for hits (roughly 11% active in at least one column).
